Source: PubChem BioAssay (Fisher Drug Discovery Resource Center)
mcGAS inh = mouse cGAS inhibition by luminescence. Q8C6L5. recombinant cGAS, Kinase-Glo ATP depletion luminescence. inhibition, % at 12.5 µM. 0.15% of 160,000 active. AID 1259399;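 also: 0% = negative control wells and 100% = reference inhibitor with no enzyme activity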
NPYLR7 ag = mosquito NPYLR7 agonism | HEK293T NPYLR7/Galpha15, GCaMP6s calcium fluorescence | activation, % at 10 µM | 0.15% of 270,000 active | AID 1259423; in the data active = activation above about 40%;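 also: 0% = vehicle and 100% = reference agonist at the receptor; some compounds past the cut are filed as inactive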
hcGAS inh = blocks human cGAS activity; 0.081% of 290,000 active; inhibition, % at 12.5 µM; AID 1259398; recombinant h-cGAS, ATP depletion, Kinase-Glo luminescence;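 also: 0% = vehicle reaction and 100% = reaction without DNA for no activity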
Target sequence (Q8N884 whole entry, looked up): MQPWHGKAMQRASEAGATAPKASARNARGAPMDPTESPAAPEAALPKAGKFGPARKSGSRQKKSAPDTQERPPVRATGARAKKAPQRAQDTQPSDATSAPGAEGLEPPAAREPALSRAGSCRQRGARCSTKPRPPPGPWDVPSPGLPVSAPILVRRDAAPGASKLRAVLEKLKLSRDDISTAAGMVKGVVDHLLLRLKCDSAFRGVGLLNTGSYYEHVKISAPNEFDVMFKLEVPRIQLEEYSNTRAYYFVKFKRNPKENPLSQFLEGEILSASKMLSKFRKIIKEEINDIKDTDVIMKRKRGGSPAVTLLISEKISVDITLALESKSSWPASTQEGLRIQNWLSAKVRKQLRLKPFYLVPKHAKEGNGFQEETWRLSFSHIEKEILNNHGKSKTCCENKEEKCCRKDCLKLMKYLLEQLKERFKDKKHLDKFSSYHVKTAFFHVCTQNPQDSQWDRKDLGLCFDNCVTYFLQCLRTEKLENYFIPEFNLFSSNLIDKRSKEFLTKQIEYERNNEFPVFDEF
* marks the source's active call; other numbers are inactive results; x = not tested or not shown. Rule as the data show it, unless noted: active = inhibition above about 40%; inactive = the rest. Compounds as they come (roughly 0.29% active in at least one column).

| Molecule | mcGAS inh | NPYLR7 ag | hcGAS inh |
| --- | --- | --- | --- |
| O=C(c1ccc(C(F)(F)F)cc1F)N1CCN(c2nc3nccc(-c4ccc(Cl)c(Cl)c4)n3n2)CC1 | 1.5 | 6.9 | 3.9 |
| CCCCN(CC(=O)Nc1cc(C(C)(C)C)nn1-c1ccc(OC)cc1)C(=O)Nc1cccc(C(F)(F)F)c1 | -4.8 | 18.5 | -16.7 |
| CCOc1cc(C(=O)N2CCOC(c3ccccc3)C2)ccc1OC (stereo not given) | -6.2 | -4.0 | -5.4 |
| c1cc(CNc2cc(-c3cc(N4CCCCC4)ncn3)c3cc[nH]c3n2)ccn1 | x | 12.0 | -8.5 |
| CCNC(=O)C1(C)CCCN(Cc2nccs2)C1 (stereo not given) | x | 0.6 | -18.5 |
| CC(C)(C)c1ccc(NC(=O)NCc2nnnn2-c2ccccc2)cc1 | 1.4 | 17.3 | 0.3 |
| COc1cc(-c2cnn(C)c2)nc(N)n1 | -0.9 | -6.6 | -0.3 |
| O=C(CN(c1cccc([N+](=O)[O-])c1)S(=O)(=O)c1ccccc1)NCCSCc1ccccc1Cl | -3.7 | -8.0 | -0.5 |
| CCOC(=O)c1nn(-c2ccccc2C)c(=O)cc1OS(=O)(=O)c1ccc(CC)cc1 | -5.1 | -3.6 | -7.7 |
| CC(=O)Nc1ccc(S(=O)(=O)Oc2cccc(CN(C(=O)c3cccs3)C(C)C)c2)cc1 | 1.7 | -28.5 | 1.9 |
| COc1cccc(/C=N\NC(=O)CSc2nnc(-c3ccccc3)n2-c2ccccc2)c1OC | x | -4.9 | -4.3 |
| CC(=O)Nc1cnc(-c2ccc3c(c2)CCO3)cn1 | x | 3.1 | -14.3 |
| COC(=O)CCCC(=O)N1CCN(c2nccc(-c3ccc(N4CCOCC4)cc3)n2)CC1 | -3.5 | 20.8 | -2.1 |
| O=C(Cc1cccc2ccccc12)NN=Cc1ccc(O)cc1O | x | 2.0 | -9.5 |
| CCn1c(=O)c(C(=O)Nc2nc3ccccc3s2)c(O)c2ccccc21 | 3.3 | -4.0 | 4.5 |
| O=C(Nc1ccccc1)Nc1ccc(N2CCCC2)c(C(=O)NCc2ccc(F)cc2)c1 | -6.5 | 4.5 | -7.2 |
| COc1cc2c(cc1CN1CCN3C(=O)CNC(=O)C3C1)OCCCO2 (stereo not given) | x | -4.7 | -1.7 |
| O=C(O)c1cc(-c2ccc(Cl)c(Cl)c2)ns1 | x | 6.9 | 2.6 |
| CCC(=O)N1CCC(n2c(=O)oc3ccc(Cl)cc32)CC1 | -0.1 | 3.5 | -3.8 |
| CCCCC(=O)N1c2ccccc2N=C2CC(C)(C)CC(=O)C2C1c1ccc(OCC)cc1 (stereo not given) | -3.1 | -10.0 | -4.9 |
| Cc1ccc(C)c(NC(=O)CCCn2nc(-c3ccc(F)cc3)ccc2=O)c1 | -6.3 | 2.3 | -5.2 |
| Cc1ccc(C(=O)Nc2c(C)nc3ccccn3c2=O)cc1[N+](=O)[O-] | x | 4.8 | -16.8 |
| CCc1nnc(NC(=O)c2ccc(-c3ccc(F)cc3)o2)s1 | 6.6 | 0.9 | -0.4 |
| O=C(COc1ccc(Br)cc1)Nc1cn[nH]c1 | x | -1.2 | -16.7 |
| O=C(c1cccc(Br)c1)N1CCC2(CC1)SCCN2C(=O)c1ccc(Br)cc1 | -5.7 | -5.3 | -11.8 |
| Cc1cc(C(=O)N2C[C@H]3CC=CC[C@H]3C2)nc(C)n1 | x | -1.4 | -6.6 |
| Cc1cn(CCNC(=O)CCSc2ccc3c(c2)OCCO3)nn1 | -17.2 | 9.4 | -3.8 |
| CCOC(=O)N1CCN(c2nc(Nc3ccc(F)cc3)c3nccnc3n2)CC1 | -4.4 | 17.2 | 5.8 |
| CC(C)(C)C1(OCSC#N)C(=O)N=CN=CN1Cc1ccccc1 (stereo not given) | x | 3.2 | -7.9 |
| Cc1cc(C)c(C)c(S(=O)(=O)N2c3cccc4cccc(c34)S2(=O)=O)c1C | x | 4.1 | -9.0 |
| O=S(=O)(CC1CCCCO1)Nc1cc(F)ccc1-n1cccn1 (stereo not given) | x | -1.1 | -8.8 |
| COCCOC(=O)c1c(C)nc2sc3c(c2c1-c1ccco1)CCC(C)C3 (stereo not given) | x | -1.7 | 2.0 |
| CCC1=NOC(CNC(=O)c2ccc(Cn3nc(C)cc3C)cc2)C1 (stereo not given) | x | 2.2 | -1.1 |
| CCn1c(CN2CCC(C)CC2)nc2c1c(=O)n(C)c(=O)n2C | x | -3.2 | -3.2 |
| Cc1ccc(C(C)C)c(OCC(=O)NNC(=O)CCN2C(=O)c3ccccc3C2=O)c1 | -2.9 | 4.2 | 2.7 |
| Cc1cc(NCc2ccc(N3CCOCC3)nc2)nc(C)n1 | -6.3 | -0.1 | -8.5 |
| O=C(CN1C(=O)c2ccccc2C1=O)N1CCCC(Nc2cccc(F)c2)C1 (stereo not given) | -8.4 | 9.9 | -6.0 |
| CC1(C)CC(N2CN(C3CCCCC3)CC2=O)CC(C)(C)N1 | -2.1 | 5.9 | 6.6 |
| COC(=O)c1cc2c(=O)n(-c3ccccc3OC)ccc2nc1C | x | -3.6 | -4.5 |
| COc1ccc2nc(-c3cccc(NC(=O)Nc4cc(C)ccc4OC)c3)cn2n1 | -7.5 | -1.3 | -7.2 |
| Cc1c(CN2CCCC(C(=O)Nc3cccc(-n4cccn4)c3)C2)[nH]c2ccccc12 (stereo not given) | x | 9.8 | -3.8 |
| Nc1ncc(C(=O)N2CCC(N3CCCC3=O)CC2)c(-c2ccccc2)n1 | -18.0 | 19.4 | -9.0 |
| N#CC(=Cc1c(F)c(F)c(F)c(F)c1F)c1ccccn1 | -3.9 | 99.4* | -0.6 |
| COc1ccc(-n2nc(C(=O)NCc3cccnc3)c(=O)n(Cc3cccc(OC)c3)c2=O)cc1 | -5.6 | 12.0 | -3.9 |
| CC1(Cc2ccc(S(C)(=O)=O)cc2)C(=O)Nc2cc(-c3ccc(F)cc3F)ccc21 (stereo not given) | -2.6 | 11.7 | -3.9 |
| CCCc1nnc(NC(=O)CN2CCCC2Cn2cccn2)s1 (stereo not given) | -1.6 | 5.4 | 2.7 |
| COc1cccc(-c2nn[nH]n2)c1O | x | 7.5 | 13.3 |
| c1ccc(C[n+]2ccc(-c3nc4ccccc4s3)cc2)cc1 | -0.7 | 0.4 | -1.4 |
| CCCCC(CC)C(=O)NC(C)c1nnc(SCc2ccccc2C)n1-c1ccc([N+](=O)[O-])cc1 (stereo not given) | -4.5 | -5.6 | -6.2 |
| N#Cc1nc(-c2ccc(Cl)cc2)oc1N1CCCC1 | -8.5 | 10.1 | -5.0 |
| CC(=O)Nc1nc2ccc(NC(=O)c3nn(C)cc3[N+](=O)[O-])cc2s1 | -1.9 | -19.7 | 0.6 |
| O=C(c1csc(Cc2ccccc2)n1)N1CCC2(CCCNC2)C1 (stereo not given) | x | -4.7 | -0.5 |
| Cc1cccc(S(=O)(=O)N2CCN(C(=O)c3cnn(C)c3C)CC2)c1 | x | -2.0 | -10.8 |
| C=Cc1ccc(CN(C2=NC3CS(=O)(=O)CC3S2)c2ccc(OCC)cc2)cc1 (stereo not given) | -1.3 | 6.6 | -9.4 |
| CCc1csc(CNC(=O)c2ccc(NCc3cnn(C)c3)nc2)n1 | -5.3 | 0.7 | -1.6 |
| CCC(CC)N(CCOC)S(=O)(=O)c1cccc2nsnc12 | x | -4.0 | -4.7 |
| CC(C)C1C(=O)NCCN1C(=O)Nc1cc(F)c(F)cc1Cl (stereo not given) | x | 10.5 | -8.6 |
| NC(=O)c1c(NC(=O)C2C3C=CC(C3)C2C(=O)O)sc2c1CCCCCC2 (stereo not given) | x | 4.6 | -8.5 |
| CCCn1ccnc1CN1CC[C@H](CO)[C@H](O)C1 | x | 7.1 | -4.5 |
| NS(=O)(=O)c1ccc(CCNC(=O)c2cc(=O)c(OCc3ccccc3)co2)cc1 | x | -0.1 | -10.6 |

Other structures.
| Molecule | mcGAS inh | NPYLR7 ag | hcGAS inh |
| --- | --- | --- | --- |
| O=C(CN1CCCC1CN1CCCC1CO)Nc1ccccc1 (stereo not given) | x | 2.8 | -9.3 |
| O=C(c1cccs1)N(Cc1ccc2c(c1)OCO2)Cc1cc(Cl)ccc1OCc1nc(CO)cs1 | -7.1 | x | -8.1 |
| Cc1nn(-c2ccccc2)c(C)c1CN(C)C(=O)C1CCN(S(=O)(=O)c2ccccc2F)CC1 | -8.2 | -1.7 | -3.9 |
| Cc1nc(C(F)(F)F)ccc1C(=O)N1CCC1(C)C(=O)NS(=O)(=O)c1ccc(C(C)(C)C)cc1 (stereo not given) | x | 3.0 | -7.1 |
| CCCS(=O)(=O)N1C[C@H]2OC(=O)N(CCc3cccc(Cl)c3)[C@H]2C1 | x | -2.0 | -0.8 |
| O=C(NCCn1ncc2c(N3CCN(c4ccccc4)CC3)ncnc21)C1COc2ccccc2O1 (stereo not given) | -8.9 | 1.6 | -10.1 |
| O=C(CCl)NC(c1ccccc1)c1cccs1 (stereo not given) | x | -6.8 | 4.2 |
| CN(C)c1ccc(/C=C2N=C(/C=C/c3ccc(Cl)cc3)OC/2=O)cc1 | -3.3 | -3.4 | -4.9 |
| O=c1nc(SCc2ccc(F)cc2)c2c(n1CC1CCCO1)CCC2 (stereo not given) | -7.6 | -5.6 | -7.6 |
| O=C1CC(c2ccco2)CC(O)=C1C=NCCN1CCNCC1 (stereo not given) | x | 3.4 | -5.5 |
| Cc1cc(-c2cc(C(=O)O)c3cnn(C(C)C)c3n2)c(C)s1 | x | 1.9 | -0.6 |
| COc1ccc(CN2CCNC(=O)C2CC(=O)NC2CCC2)c(OC)c1 (stereo not given) | -2.0 | 1.1 | -0.3 |
| COc1ccc2oc(=O)c(-c3csc(Nc4ccc(F)cc4)n3)cc2c1 | x | 7.3 | -0.4 |
| CC(C)(C)OC(=O)NNC(=O)CNC(=O)c1ccc(Br)o1 | x | -0.1 | -8.9 |
| O=C(CNC(=O)C1CC(c2ccc(Cl)cc2)=NO1)NCc1cccnc1 (stereo not given) | -1.9 | 0.7 | -2.3 |
| Nc1ccnc(-c2cccc3cccnc23)c1 | x | -7.2 | -4.6 |
| Cn1ccc(C(=O)Nc2sc3c(c2-c2nc4ccccc4s2)CCCC3)n1 | -7.5 | x | -9.7 |
| CC1CN(C(C(=O)Nc2cnc3ccccc3c2)C(C)C)CC(C)O1 (stereo not given) | x | 1.4 | -5.0 |
| CC1(C(=O)NS(=O)(=O)c2cccc(OC(F)F)c2)CCN1C(=O)C1CCCCC1 (stereo not given) | x | 6.2 | -4.1 |
| Cc1cc(C)nc(N(C#N)CN2C(=O)c3ccccc3C2=O)n1 | -3.8 | -4.0 | 1.1 |

Quoted at random: six entries already listed
| Molecule | mcGAS inh | NPYLR7 ag | hcGAS inh |
| --- | --- | --- | --- |
| CCCS(=O)(=O)N1C[C@H]2OC(=O)N(CCc3cccc(Cl)c3)[C@H]2C1 | x | -2.0 | -0.8 |
| Nc1ccnc(-c2cccc3cccnc23)c1 | x | -7.2 | -4.6 |
| O=C1CC(c2ccco2)CC(O)=C1C=NCCN1CCNCC1 (stereo not given) | x | 3.4 | -5.5 |
| CC1CN(C(C(=O)Nc2cnc3ccccc3c2)C(C)C)CC(C)O1 (stereo not given) | x | 1.4 | -5.0 |
| CC1(C(=O)NS(=O)(=O)c2cccc(OC(F)F)c2)CCN1C(=O)C1CCCCC1 (stereo not given) | x | 6.2 | -4.1 |
| Cc1nn(-c2ccccc2)c(C)c1CN(C)C(=O)C1CCN(S(=O)(=O)c2ccccc2F)CC1 | -8.2 | -1.7 | -3.9 |

Part of the list above, showing only hcGAS inh.
smiles | hcGAS inh
Nc1ncc(C(=O)N2CCC(N3CCCC3=O)CC2)c(-c2ccccc2)n1 | -9.0
O=c1nc(SCc2ccc(F)cc2)c2c(n1CC1CCCO1)CCC2 (stereo not given) | -7.6

Following part.
| Molecule | mcGAS inh | NPYLR7 ag | hcGAS inh |
| --- | --- | --- | --- |
| O=C(NCc1ccc2c(c1)OCO2)c1ccccc1NS(=O)(=O)c1cccc(OC(F)(F)F)c1 | -5.4 | 1.2 | -0.2 |
| CC1=C(C(N)=O)N2C(=O)[C@@H](NC(=O)Cc3ccccc3)C2SC1 (stereo not given in full) | -6.8 | 2.3 | 0.9 |
| O=c1c2c3c(sc2ncn1N=Cc1cccnc1)CCC3 | -4.7 | -1.6 | -5.0 |
| CN(Cc1nc2ccccc2[nH]1)C(=O)C1CCC(=O)N(CCCc2ccccc2)C1 (stereo not given) | -2.9 | -2.9 | -6.0 |
| Cc1cccn2c(CNCc3cnn(-c4cccc(F)c4)c3)c(C(=O)N3CCCCC3)nc12 | -9.8 | 11.1 | -6.3 |
| c1ccc2c(NC3CCCCC3)nc(CN3CCCC3c3nccs3)nc2c1 (stereo not given) | -12.6 | 17.5 | -8.3 |
| CCCc1nc(C(C)(C)O)c(C(=O)OCc2oc(=O)oc2C)n1Cc1ccc(-c2ccccc2-c2nn[nH]n2)cc1 | x | -8.6 | 3.0 |
| O=[N+]([O-])c1ccccc1S(=O)(=O)NCC(c1cccc2ccccc12)N1CCOCC1 (stereo not given) | x | -0.1 | 1.0 |
| O=C(Cc1ccncc1)N1CC[C@@H](c2ccc3ccccc3c2)[C@H](O)C1 | x | 5.5 | -6.3 |
| COC(=O)C1=C(C)N(C)C(=S)NC1c1ccc(NC(=O)Nc2c(C(C)C)cccc2C(C)C)cc1 (stereo not given) | -10.9 | x | -13.3 |
| Cc1cn2c3c(=O)n(CCc4ccccc4)c(=O)n(C)c3nc2n1CCCN1CCOCC1 | x | 3.6 | 1.3 |
| O=C(CN1CCN(c2ncnc3c2CN(Cc2ccccc2)CC3)CC1)Nc1cccc([N+](=O)[O-])c1 | 1.4 | -5.6 | 3.0 |
| Cc1cccc(NC(=O)Cn2ncn3nc4c(c3c2=O)CCCC4)c1 | -7.2 | -3.9 | -5.9 |
| CCOC(=O)CCC(=O)Nc1ccc(F)c([N+](=O)[O-])c1 | x | 5.5 | 5.2 |
